Screening data from PubChem BioAssay.
VIM-2 inh: blocks Pseudomonas aeruginosa VIM-2 metallo-beta-lactamase | purified VIM-2, nitrocefin hydrolysis, epi-absorbance fluorescence | inhibition, % at 5.6 µM | 290,000 tested, 0.89% active | AID 1527;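 active means inhibition above the mean of all tested compounds plus 3 SD, cutoff set per screening run, cut at about 7.5% in these data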;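 further: red hydrolysis product quenches plate fluorescence so inhibitors raise well fluorescence; 0% = enzyme with DMSO and 100% = DMSO without enzyme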
OXTR ag: human OXTR agonism | CHO-OTR cells, Fluo-8 calcium fluorescence; normalized: DMSO 0%, oxytocin 100% | activation, % at 3 µM | 320,000 tested, 0.32% active;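 active means activation above the mean of all tested compounds plus 3 SD, cutoff set per screening run, cut at about 20% in these data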;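 further: peak over basal fluorescence ratio from a 100 s FLIPR kinetic read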
Target sequence (P30559 whole entry, looked up): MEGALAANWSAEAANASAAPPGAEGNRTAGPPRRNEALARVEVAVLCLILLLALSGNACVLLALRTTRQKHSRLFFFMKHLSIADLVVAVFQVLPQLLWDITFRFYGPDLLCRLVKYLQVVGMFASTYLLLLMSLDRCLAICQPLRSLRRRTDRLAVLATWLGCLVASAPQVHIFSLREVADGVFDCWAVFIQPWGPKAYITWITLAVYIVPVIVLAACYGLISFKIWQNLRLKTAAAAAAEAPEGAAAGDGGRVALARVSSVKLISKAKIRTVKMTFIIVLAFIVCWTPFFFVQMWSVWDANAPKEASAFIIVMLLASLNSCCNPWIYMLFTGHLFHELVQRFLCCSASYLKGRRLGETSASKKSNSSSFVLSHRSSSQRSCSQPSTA
GalR3 antag: human GalR3 antagonism | O60755 | HEK293 GalR3-CNG cAMP membrane potential fluorescence; galR3 body fused to GalR1 C-terminus | inhibition, % at 3 µM | 360,000 tested, 0.44% active;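 active means inhibition above the screen-wide average plus 3 SD, cut at about 13% in these data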;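 further: forskolin and galanin both at EC90 stimulate the cells; cAMP rise reported by CNG channel membrane potential dye signal; 0% = forskolin plus galanin with DMSO and 100% = forskolin alone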
IMP-1 inhibitor: blocks Pseudomonas aeruginosa IMP-1 metallo-beta-lactamase; purified IMP-1, nitrocefin hydrolysis, epi-absorbance fluorescence; inhibition, % at 5.6 µM; 290,000 tested, 0.45% active; AID 1556;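 active means inhibition above the mean plus 3 SD of all compounds in the same screening run, cut at about 4.5% in these data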;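 further: 0% = IMP-1 with DMSO and 100% = DMSO wells lacking enzyme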
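System – purified recombinant IMP-1 beta-lactamase · Input – IMP-1 dispensed at 0.2 nM · Timing – 15 min preincubation plus 25 min reaction at 25 °C · Signal – Epi-absorbance fluorescence, 480 nm excitation, 530 nm emission · Measure – percent IMP-1 inhibition derived from blank-referenced optical density · Controls – Enzyme-plus-DMSO low control, enzyme-free DMSO high control · Replication – singlicate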
V1R ag counter: counter-screen for oxytocin receptor agonists: human V1a receptor agonists; P37288; AID 2797; CHO-V1R cells, Fluo-8 calcium fluorescence, agonist mode; 0% DMSO, 100% 3 nM vasopressin; activation, % at 3 µM; 320,000 tested, 0.25% active;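 active means activation above the mean activation of all tested compounds plus 3 SD, per screening run, cut at about 20% in these data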;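 further: signal is peak over basal fluorescence ratio across a 100 second FLIPR read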
DNA FID counter: fluorescent intercalator displacement, NS3 helicase counter-screen. DNA fluorescent intercalator displacement, fluorescence. inhibition, % at 7.9 µM. 290,000 tested, 0.17% active. AID 1845; in the data active means inhibition above about 37%;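 further: 0% = vehicle and 100% = reference compound; higher means more ethidium bromide displaced from hairpin DNA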
PHOSPHO1 block: blocks human PHOSPHO1 phosphatase activity | Q8TCT1 | recombinant PHOSPHO1, absorbance phosphatase assay | inhibition, % at 13.3 µM | 290,000 tested, 1.1% active | AID 1565; in the data active means inhibition above about 60%
Target sequence (Q8TCT1 whole entry, looked up): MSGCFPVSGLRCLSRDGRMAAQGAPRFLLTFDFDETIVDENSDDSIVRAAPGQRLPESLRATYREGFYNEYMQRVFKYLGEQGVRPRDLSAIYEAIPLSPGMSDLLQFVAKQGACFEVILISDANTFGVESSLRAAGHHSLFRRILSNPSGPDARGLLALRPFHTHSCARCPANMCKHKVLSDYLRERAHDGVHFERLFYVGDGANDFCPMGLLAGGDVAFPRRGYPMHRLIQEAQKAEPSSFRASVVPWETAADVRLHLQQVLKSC
NS3 helicase inh: inhibitors of Hepatitis C virus NS3 helicase. inhibition, % at 10.9 µM. 290,000 tested, 0.56% active. AID 1800. NS3 helicase DNA unwinding, Cy5 molecular beacon fluorescence;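 active means inhibition above the mean of all tested compounds plus 3 SD, set per campaign, cut at about 35% in these data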;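 further: 0% = DMSO wells and 100% = thioflavine S control wells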
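System: HCV NS3 helicase fragment; control set: DMSO and thioflavine S; technique: Cy5 fluorescence at 0 and 60 min, beacon hairpin quenching; reagent: beacon DNA duplex substrate plus ATP; replicates: singlicate; schedule: 1 h reaction at 25 °C, ATP-initiated; medium: MOPS buffer pH 6.5 with MgCl2, DTT, Tween20, BSA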
GPR7 antag: human neuropeptides B/W receptor 1 antagonism. GPR7-expressing cells, fluorescence antagonist assay. P48145. 290,000 tested, 1.1% active. inhibition, % at 4.4 µM; in the data active means inhibition above about 16%, passing the limit was not always enough;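 further: cells stimulated with the agonist NPW; 0% = agonist with vehicle and 100% = vehicle without agonist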
Target sequence (P48145 whole entry, looked up): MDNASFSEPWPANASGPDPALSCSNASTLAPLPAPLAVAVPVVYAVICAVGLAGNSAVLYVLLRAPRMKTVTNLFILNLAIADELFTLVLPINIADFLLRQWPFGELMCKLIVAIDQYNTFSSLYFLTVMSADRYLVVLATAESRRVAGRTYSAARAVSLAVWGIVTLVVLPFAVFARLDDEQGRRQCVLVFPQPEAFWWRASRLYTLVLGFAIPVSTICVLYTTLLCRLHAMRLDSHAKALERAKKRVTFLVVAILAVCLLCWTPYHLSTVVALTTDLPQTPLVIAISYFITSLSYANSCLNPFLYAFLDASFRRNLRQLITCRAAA
The depositor's hits bear a star; . = not tested or not shown. This is a random part of the collection (roughly 4.3% active in at least one column).

canonical_smiles	VIM-2 inh	OXTR ag	GalR3 antag	IMP-1 inhibitor	V1R ag counter	DNA FID counter	PHOSPHO1 block	NS3 helicase inh	GPR7 antag
CC(C)[C@@H](C(=O)NCC1CCC(C(=O)O)CC1)n1nnc2ccccc2c1=O (stereo partly specified)	-0.4	-0.3	-7.8	-1.6	1.2	-8.1	13.2	-7.8	-3.1
COc1ccccc1Nc1cc(C(=O)NCc2cccnc2)c2ccccc2n1	-1.9	2.8	3.6	-4.0	2.6	-13.1	12.3	-6.3	-19.0
Brc1ccccc1C1N=C(c2ccccc2)NO1 (stereo unspecified)	-2.8	0.1	1.0	-1.5	0.6	-2.2	22.8	-5.7	0.2
COc1cccc(C=Nc2ccccc2C(=O)Nc2nccs2)c1OC	-0.7	-2.1	-1.4	-2.3	-0.5	-3.1	-18.6	1.6	3.6
Cc1ccc(-n2nc3cc(C)c(NC(=S)NC(=O)/C=C/c4ccco4)cc3n2)cc1	-0.2	-0.3	0.1	0.1	1.2	-2.5	4.7	24.6	-6.4
CCCCOc1ccccc1NC(=O)CC1SC(=NCC)N(CC)C1=O (stereo unspecified)	-3.3	-1.9	-3.3	-3.5	-1.4	-30.1	-93.3	-2.8	-5.3
O=C(Cn1nnc2c(cnn2-c2ccc(F)cc2)c1=O)OC1CCCCC1	0.4	1.6	1.6	-4.1	1.8	-1.6	-8.4	-4.2	-1.1
CCOC(=O)c1[nH]c2ccccc2c1NC(=O)CN1CCCCC1	-0.5	-1.5	0.7	-1.3	-0.5	0.1	12.5	-0.1	-7.3
Cc1cc(C)nc(SCC(=O)Nc2ccc3c(c2)OCO3)n1	2.3	-0.1	0.8	0.1	1.2	-9.8	.	10.7	9.6
CCN(CC)CCNC(=O)c1cn(CCOC)c(=O)c2c1c1ccccc1n2C	2.5	-1.4	-9.3	-1.9	-0.2	-4.9	22.9	-18.1	-5.7
Cc1ccc(NC(=O)c2ccc(NS(=O)(=O)c3cccc4cccnc34)cc2)cc1	0.2	0.6	.	-1.6	0.3	-24.3	28.4	-23.2	-7.8
CCCCCCCc1ccc(-c2ccc(O)cc2)nc1	0.1	-0.2	-0.5	0.1	0.2	-6.8	-25.8	-9.4	-1.6
O=C(NC1CCCc2ccccc21)C1CCC(CNS(=O)(=O)c2cccc3nsnc23)CC1 (stereo unspecified)	-2.5	2.2	1.7	-4.2	0.8	-1.5	0.3	-2.6	-9.8
COC(=O)CCC(=O)c1oc2ccccc2c1NC(=O)CCCN1C(=O)c2ccccc2C1=O	-3.3	-0.5	-1.0	-2.4	0.0	-0.1	29.8	-4.3	0.7
COc1ccccc1CNC(=O)C(C)Oc1ccccc1 (stereo unspecified)	-4.1	-1.0	-9.9	-4.8	-0.2	-14.5	-130.5	-0.8	0.3
Fc1ccc(F)c(CNc2ncnc3cc(Cl)ccc23)c1	-1.0	11.1	-14.0	-3.3	8.6	-6.1	19.5	-13.2	17.4
CC(C)Cc1nnc(NC(=O)CSc2nc(-c3ccccc3)cc(=O)[nH]2)s1	-0.2	0.0	-2.5	-1.8	2.2	0.8	7.6	3.5	-4.4
Cc1cccc2c1cnn2C(=O)Nc1ccc(Br)cc1F	0.9	-0.4	-1.3	-1.3	1.8	-1.5	0.8	-5.4	1.2
COc1ccc(/C=C2\CCCC3C2=NN(C(=O)c2scnc2C)C3c2ccc(OC)cc2)cc1 (stereo unspecified)	-4.9	-0.1	-4.8	-3.4	0.1	-4.2	9.7	-10.4	-8.5
COc1ccc(C(=O)NC2CCN(C(=S)Nc3cccc(C)c3)CC2)cc1	-2.3	-0.4	0.3	-3.1	1.1	-4.1	-5.3	4.7	-6.2
O=C1CCN(C(=O)CSc2ccc(Cl)cc2)N1	-0.8	-0.3	1.4	-4.0	-0.2	9.2	19.9	7.2	-6.4
C=C(Cl)COC(=O)C1C2C=CC(C2)C1C(=O)O (stereo unspecified)	-1.5	0.5	-0.9	-3.3	0.0	4.5	-8.1	6.0	-5.9
Clc1ccc(OCCCCSc2ncccn2)cc1	-3.6	-2.1	-3.2	-0.3	-0.7	-2.7	27.9	-15.5	-7.6
Cc1ccc(C(=O)OCC(=O)NC2CCCC2)cc1C	-1.5	-0.8	-11.6	-1.9	-0.2	-16.8	32.6	-3.0	-9.8
O=C(Nc1ccc(F)cc1)c1cccnc1Oc1ccccc1	-3.4	-2.2	-5.1	-5.2	-1.6	-15.3	27.0	-5.8	-4.7
COc1ccc(CN2CCNC(=O)C2CC(=O)NCc2csc(C(C)C)n2)c(OC)c1 (stereo unspecified)	1.0	-1.9	-4.5	-1.6	0.3	-21.1	24.0	-12.3	-3.3
CCOC(=O)C1[C@H]2C(=O)N(CCCOC)C[C@]23C=C[C@H]1O3 (stereo partly specified)	-2.0	1.1	-7.3	-1.2	0.8	-0.3	2.6	-4.3	-7.7
COc1cccc(C(C)NC(=O)c2c(F)cccc2Cl)c1 (stereo unspecified)	-0.2	-1.8	-4.5	-1.9	0.0	-2.5	-6.7	1.4	-10.8
CC(=O)N/N=C\c1cccc(OC/C=C/c2ccccc2)c1	-0.8	.	-0.2	-0.9	.	-25.6	-11.0	-9.2	8.2
Cc1nnc2c(NC(C)C)nc3ccccc3n12	9.0*	-1.1	-2.8	-2.6	-0.7	-3.5	-9.1	-7.6	-14.4

Whole records, looked up by structure.
CC(C)Cc1nnc(NC(=O)CSc2nc(-c3ccccc3)cc(=O)[nH]2)s1 in the list: VIM-2 inh = -0.2; OXTR ag = 0.0; GalR3 antag = -2.5; IMP-1 inhibitor = -1.8; V1R ag counter = 2.2; DNA FID counter = 0.8; PHOSPHO1 block = 7.6; NS3 helicase inh = 3.5; GPR7 antag = -4.4
COc1ccccc1Nc1cc(C(=O)NCc2cccnc2)c2ccccc2n1 in the list: VIM-2 inh = -1.9; OXTR ag = 2.8; GalR3 antag = 3.6; IMP-1 inhibitor = -4.0; V1R ag counter = 2.6; DNA FID counter = -13.1; PHOSPHO1 block = 12.3; NS3 helicase inh = -6.3; GPR7 antag = -19.0

The list goes on:
canonical_smiles	VIM-2 inh	OXTR ag	GalR3 antag	IMP-1 inhibitor	V1R ag counter	DNA FID counter	PHOSPHO1 block	NS3 helicase inh	GPR7 antag
COc1ccc(OCc2nc3ccc(S(=O)(=O)Nc4ccccc4Cl)cc3[nH]2)cc1	-2.7	5.2	1.2	-5.2	4.0	-2.6	-18.6	-0.7	-10.4
O=C(CSCC(=O)Nc1ccc2ccccc2c1)NCc1ccccc1	-1.2	3.1	-2.8	-2.4	10.4	-14.1	52.4	-7.5	-7.8
CCc1ccc(S(=O)(=O)Nc2nnc(N)s2)cc1	-1.1	0.6	-12.4	-3.7	0.5	-1.2	7.8	3.5	-8.6
Cc1ccc(NS(=O)(=O)c2cc(C(=O)NCc3ccccn3)ccc2Cl)cc1	-2.0	0.4	-1.8	-2.5	0.1	-17.5	55.3	-2.1	0.0
Fc1ccc(Nc2cccc3nccnc23)cc1	0.4	-3.2	-0.6	-3.5	-1.9	-3.3	25.7	7.1	-0.1
CCN(CC)C(=O)Cn1cc(C(=O)C(=O)NCc2cccs2)c2ccccc21	-3.7	0.9	-4.0	-2.0	0.8	-18.2	27.1	5.8	-12.3
CSc1ccc(S(=O)(=O)N(C)Cc2ccccc2)cc1	-1.0	-0.3	-2.7	-1.4	-0.5	-10.4	-3.7	-7.7	-7.3
c1cn(CC2(Cn3ccnc3)COC2)cn1	0.2	0.5	3.7	-3.8	0.8	2.7	11.4	19.2	-8.3
CCOc1ccc(/C=N/NC(=O)c2nnn(-c3nonc3N)c2-c2cccs2)cc1	-3.5	35.3*	-2.3	-1.5	21.7*	-21.4	-0.1	-6.6	-16.0
Cc1ccc2nc(Nc3ccccc3)c(/C=N/O)c(=O)n2c1	0.3	-0.3	-1.9	-4.7	0.8	-11.4	1.5	-3.9	-11.8
COc1cccc(OC)c1C(=O)NNC(=O)c1cccnc1	-0.5	0.4	-3.7	-0.5	-0.3	-3.1	-1.3	-7.1	11.0
O=[N+]([O-])c1cc(-c2nc(-c3ccncc3)no2)cc([N+](=O)[O-])c1	-2.5	-0.9	-13.4	-0.7	-0.8	1.9	11.7	15.0	2.8
O=C(O)c1ccc(CSc2nnc(-c3ccco3)o2)cc1	0.7	0.8	1.5	-6.7	-0.2	-1.0	-8.8	8.4	-15.6
CCCCCC(=O)Nc1c(-c2ccc(OC)cc2)c(=O)c2ccccc2n1C	-0.6	-1.1	-2.1	-0.3	-0.1	-7.0	-11.1	2.3	-4.3
CN(C)c1ccc(Nc2nc(-c3cccnc3)cs2)cc1	4.1	-2.8	-2.1	-7.2	1.0	-5.7	81.4*	7.8	5.3
Cc1noc(C)c1S(=O)(=O)N1CCCC(C(=O)N2CCc3ccccc3C2)C1 (stereo unspecified)	-3.5	-0.8	2.6	0.2	2.6	-26.8	8.6	2.2	4.0
C/C(=N\NC(=O)c1ccc(N(C)C)cc1)c1ccc(C)cc1C	-1.8	-1.2	9.1	-1.8	0.9	-12.1	-1.0	7.9	1.1
O=C(COc1ccc(Cl)cc1Cl)Nc1ccc(CN2CCCCC2)cc1	-2.2	14.3	-11.9	-3.7	10.9	24.2	8.1	-3.2	9.0
COc1cc(OC)c(-c2c3cc(O)c(=O)cc-3oc3cc(O)c(O)cc23)cc1OC	15.5*	389.9*	4.2	7.0*	389.2*	-35.0	-11.7	50.7*	-4.2
O=C(c1ccc(-c2nc3ccccc3s2)s1)N1CCOCC1	1.0	-0.1	2.1	0.2	0.4	-2.8	21.4	5.2	2.5
COC(OC)c1ccc(C#N)c(SCc2ccccc2)n1	-3.4	-3.1	-3.2	-2.0	-0.2	-11.1	31.5	-1.9	-11.5
CN(Cc1ccccc1)C1CCN(Cc2ccccc2[N+](=O)[O-])CC1	-2.2	0.7	-10.7	-2.9	0.1	17.1	3.1	-2.0	0.0
Cc1nc2ccc(C(=O)N3CCSCC3)cc2s1	-3.3	0.0	-7.4	1.3	-0.3	-2.6	2.9	0.9	1.7
